# NPYLR7 ag: mosquito NPYLR7 agonism | 270,000 tested, 0.15% active | HEK293T NPYLR7/Galpha15, GCaMP6s calcium fluorescence | activation, % at 10 µM; in the data active means activation above about 40%;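 further: 0% = vehicle and 100% = reference agonist at the receptor; some compounds past the cut are filed as inactive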
# mcGAS lum: mouse cGAS inhibition by luminescence | Q8C6L5 | recombinant cGAS, Kinase-Glo ATP depletion luminescence | inhibition, % at 12.5 µM | 160,000 tested, 0.15% active | AID 1259399;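 further: 0% = negative control wells and 100% = reference inhibitor with no enzyme activity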
# hcGAS lum: blocks human cGAS activity. Q8N884. recombinant h-cGAS, ATP depletion, Kinase-Glo luminescence. inhibition, % at 12.5 µM. 290,000 tested, 0.081% active. AID 1259398;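 further: 0% = vehicle reaction and 100% = reaction without DNA for no activity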
# Target sequence (Q8N884 whole entry, looked up): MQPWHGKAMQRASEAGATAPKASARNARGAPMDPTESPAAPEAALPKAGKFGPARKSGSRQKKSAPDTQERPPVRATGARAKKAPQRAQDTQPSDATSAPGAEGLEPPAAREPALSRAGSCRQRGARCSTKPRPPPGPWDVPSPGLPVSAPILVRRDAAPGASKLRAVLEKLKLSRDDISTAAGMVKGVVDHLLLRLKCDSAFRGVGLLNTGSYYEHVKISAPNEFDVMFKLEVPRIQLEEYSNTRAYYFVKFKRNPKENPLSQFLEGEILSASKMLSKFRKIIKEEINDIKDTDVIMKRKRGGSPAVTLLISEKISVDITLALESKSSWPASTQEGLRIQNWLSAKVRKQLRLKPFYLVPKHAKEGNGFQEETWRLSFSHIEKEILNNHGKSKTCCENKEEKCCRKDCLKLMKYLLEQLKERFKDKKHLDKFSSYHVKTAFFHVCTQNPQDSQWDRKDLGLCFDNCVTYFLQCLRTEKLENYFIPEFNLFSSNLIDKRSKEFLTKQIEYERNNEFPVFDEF
# An asterisk follows results filed as active; . = not tested or not shown; & = joins results of further samples. Unless noted, no stated cut-off is given here; in the data, active means inhibition above about 40%; inactive means the rest. Compounds were not picked by outcome, and some 0.29% of all compounds hit somewhere here.
SMILES,NPYLR7 ag,mcGAS lum,hcGAS lum
Cc1oc2cc(OC(=O)CNC(=O)OC(C)(C)C)ccc2c(=O)c1Oc1ccccc1,0,.,4
Cc1ccccc1-c1n[nH]c(=S)n1-c1ccccc1C,-5,.,-2
Cc1ccc(C)c(NC(=O)COc2ccc3c(c2)OCCO3)c1,6,.,-9
COC(=O)N=c1c(C#N)nc(-c2ccccc2)cn1CCc1ccccc1,24,.,-1
COc1cc(S(=O)(=O)NCCC23CC4CC(CC(C4)C2)C3)c(C)cc1C,-3,-1,2
CCOc1ccc(C(=O)N2CCn3nc(C(=O)N4CCOCC4)cc3C2)o1,-6,-12,-7
CCn1cc(CNc2ncnc3c2CCN(C(=O)c2cccnc2)C3)cn1,4,.,-5
Cc1cc(N2CCCCC2)n2nc(C(F)(F)F)c(-c3ccccc3)c2n1,-5,-3,4
CCn1c2ccccc2c2nnc(SCC(=O)NC(C)C(C)C)nc21 (stereo not drawn),12,.,-10
COc1cccc(-c2cc(C(=O)N3CCN(C(=O)c4ccco4)CC3)c(C)n2-c2ccccc2F)c1,.,-3,-6
Cc1ccc(S(=O)(=O)N2CCN(C(=O)c3ccco3)CC2)cc1,1,-5,-4
Cc1cc(Nc2ccc3c(c2)OCCO3)nc(-n2nc(C)cc2C)n1,2,-9,-9
Cn1nc(N2CCN(c3ccc(O)cc3)CC2)c(=O)n(C)c1=O,-5,-7,-5
Cn1cc(CC(=O)N2CCCC3(CC2)CNC(=O)O3)c2ccccc21 (stereo not drawn),2,.,-3
COc1cccc(C(=O)Nc2ccc(-c3nc4ccccc4o3)cc2)c1,-6,-4,-1
CCCCOC(=O)N1CCCn2nc(C(=O)N3CCOCC3)cc2C1,8,-19,-5
Cc1cc(CC(C)NC(=O)c2csc3nc(-c4ccccc4)cn23)n[nH]1 (stereo not drawn),3,.,-3
O=S(=O)(c1ccc2oc(-c3ccncc3)nc2c1)c1ccc2oc(-c3ccncc3)nc2c1,5,.,-6
COc1ccc(-c2ccccc2)cc1NC(=O)C1(C)CCN1CC(C)C (stereo not drawn),2,-9,-14
Cc1ccc(OC(C)C(=O)Nc2ccc3c(c2)CCC3)cc1 (stereo not drawn),1,.,-16
COc1ccc(-c2ccc(C(=O)NC(Cc3ccccc3)c3ccccc3)s2)c(OC)c1OC (stereo not drawn),2,3,1
CCS(=O)(=O)Oc1ccc(CN(C(=O)Nc2ccc(Br)cc2)C(C)C)cc1,-7,-5,-16
Cc1nnc(CN2CCCN(C(=O)C(F)(F)F)CC2)o1,.,-8,-18
O=C(Cc1ccccc1F)Nc1nnc(SCc2ccccc2F)s1,0,-4,-1
CCOc1ccc(N2C(=O)CSC2c2ccc(NS(=O)(=O)c3cccc4cccnc34)cc2)cc1 (stereo not drawn),-7,0,4

# Entries listed so far that have an aryl thioether with sulfur outside any ring (2):
SMILES,NPYLR7 ag,mcGAS lum,hcGAS lum
CCn1c2ccccc2c2nnc(SCC(=O)NC(C)C(C)C)nc21 (stereo not drawn),12,.,-10
O=C(Cc1ccccc1F)Nc1nnc(SCc2ccccc2F)s1,0,-4,-1

# Additional compounds:
SMILES,NPYLR7 ag,mcGAS lum,hcGAS lum
CC(Nc1nccn2cnnc12)c1ccccc1 (stereo not drawn),12,.,-9
CN(C)S(=O)(=O)c1cc(C(=O)O)c(N2CCCCC2)cc1Cl,2,-2,-10
COc1cc(-c2ccc(C(F)(F)F)cn2)cc2c1OCCN(C(=O)CNC(C)=O)C2,-8,0,7
COc1ccc(Nc2cc3[nH]c(-c4ccccc4)cc3cn2)cc1,3,-5,-3
Cc1c(C(=O)NCc2ccccc2)sc(=O)n1Cc1ccc2c(c1)OCO2,9,.,-2
CC(NC(=O)CCN1CCN(c2cccc(C(F)(F)F)c2)CC1)c1ccccc1 (stereo not drawn),5,.,-5
O=C(c1cccc(OC(F)F)c1)N1CCC(n2nc(-c3ccccc3)cc2-c2ccccc2)CC1,23,-2,-3
CC1(C)OC(=O)N2CCN3C(=O)OC(C)(C)C3(C)C(Br)=C21 (stereo not drawn),-3,.,0
CC1CCN(CN2C(=O)C(C)(C)C2c2ccccc2)CC1 (stereo not drawn),-8,-9,-5
CS(=O)(=O)Nc1ccc(Cl)c(S(=O)(=O)N2CCCCC2)c1,9,.,-8
CCOC1O[C@H]([C@@H](COCc2ccccc2)OCc2ccccc2)[C@H](OCc2ccccc2)[C@H]1O (stereo partly drawn),11,.,-5
CC(C)OCCCNC(CC(=O)Nc1ccc(F)cc1)C(=O)O (stereo not drawn),-3,-9,-4
CC(=O)Nc1ccc(S(=O)(=O)Oc2ccc(Cl)cc2CNCc2ccc(F)cc2)cc1,-2,-5,-2
c1cnc2c(-c3nccn3CCCN3CCOCC3)cccc2c1,5,-13,-1
Cc1cc(C)cc(C(O)c2ncc(-c3cccc(F)c3)[nH]2)c1 (stereo not drawn),0,.,-9
Cc1ccccc1C(=O)OC1OC(=O)C(Cl)=C1Cl (stereo not drawn),-8,.,-4
CC1CCc2sc3ncnc(N4CCN(C)CC4)c3c2C1 (stereo not drawn),8,-3,-8
O=C(Cc1cccc(F)c1)NCc1ccc(Cl)s1,2,.,-17
COc1ccc(Nc2cc(C)nc(N3CCN(C(=O)CCCc4ccccc4)CC3)n2)cc1,11,.,-6
CCNC(=O)N1CCC2(CC1)NC(=O)c1cc(Br)ccc1N2,1,-4,-6
CCc1cc(N2CCN(c3ccccc3Cl)CC2)nc(SCc2cccc(C(=O)Nc3ccc(F)cc3)c2)n1,.,-5,-3
Cc1nc2c(cnn2C(C)C)c(C)c1CCC(=O)NC1CCCC1,10,.,-4
Cc1ccc(C)c(S(=O)(=O)N2CCN(C(=O)CCc3nc(-c4ccc(F)cc4)no3)CC2)c1,7,.,-4
COc1ccc(-c2cccc(-c3cccc(NC(=O)c4cc(F)ccc4C)c3)n2)cc1,11,-2,0
CN(CCn1ccnc1)c1ccc(-c2nc(-c3cccc(Cl)c3)no2)cn1,9,-15,-4

# (list continues)
SMILES,NPYLR7 ag,mcGAS lum,hcGAS lum
O=C(NCCN1CCNC1=O)c1cn(Cc2ccccc2C(F)(F)F)nn1,.,-3,-3
COc1cc(C(=O)N2CCN(C(=O)NCc3nncn3C)CC2)ccc1C,12,-11,-5
Cc1noc(C)c1CN(C)C(=O)c1ccc(CSc2ncccn2)o1,13,.,-5
CC(C)NC(=O)CN(C)CC(N)=S,2,.,-3
CC1(C)CC(=O)C=C(Nc2sc3c(c2C#N)CCCC3)C1,-2&-1,-7,-4&-12
Cc1cc(N2CCCCC2)nc(Nc2ccc(NS(=O)(=O)c3ccc4nc(C)sc4c3)cc2)n1,0,.,-11
CC(NCc1cccc(OCc2nc(CO)cs2)c1)c1ccccc1 (stereo not drawn),19,.,-4
CCSc1nc2nc3c(cn2n1)C(=O)CC(c1ccco1)C3 (stereo not drawn),34,.,-1
CC1CCCN(S(=O)(=O)c2ccc3c(c2)nc(SCc2cccc(Cl)c2F)n3C2CCCC2)C1 (stereo not drawn),12,-4,-10
Cc1cc(S(=O)(=O)NC2CCCC2)ccc1F,8,.,-2
CN1C=CC(=C/C=C2/C=Nc3ccccc32)C=C1,54*,-2,1
CCC1CCCN(c2ncc(Br)cc2CO)C1 (stereo not drawn),5,.,-9&-6
CCOC(=O)CN(C(=O)c1csc(-c2cccs2)n1)[C@@H]1C[C@@H]2CO[C@H](C(C)C)C[C@@H]2C1,19,-9,-7
COc1cccc(-c2c(C(N)=O)c(C)nc3sc4c(c23)CCC(C)C4)c1OC (stereo not drawn),7,-5,-3
Cn1c(Cl)cnc1COC(=O)CCNC(=O)C1CCCC1,1,.,-17
CCOc1ccc(C(=O)Nc2c(C)nc3ccc(C)cn3c2=O)cc1,3,.,-16
Cn1ccnc1C(NC(=O)CCl)c1ccccc1 (stereo not drawn),15,-4,-16
CCCCC(=O)N(C)c1c(C)nc2ccc(C(=O)NCCCN(C)C)cn12,6,-4,-4
CC(=O)c1cc2cc(Br)cc(Br)c2oc1=O,4,-1,-3
CCCCN(CC(=O)N1c2ccccc2-n2cccc2C1c1cccc(C)c1)C(=O)c1ccc([N+](=O)[O-])cc1 (stereo not drawn),.,-4,-6
Cc1ccc(Cl)cc1Nc1ncccc1C(=O)Nc1cccc(Cl)c1,-10,-5,-4
O=C(NC1CCc2[nH]c3cc(Cl)cc(Cl)c3c2C1)c1ccc2ncsc2c1 (stereo not drawn),4,-7,-5
CC(C)N(Cc1nc(C(=O)N[C@H]2CCCCNC2=O)cs1)C(=O)Nc1ccc(Cl)cc1,-4,-5,-7
COc1ccc(S(=O)(=O)Nc2ccc(N3CCCC3)c(F)c2)cc1C(=O)O,0,-17,-6
Cc1cc(SCc2ccc(F)cc2)nc(=O)[nH]1,-2,-8,-6

# The last four compounds of the part above are carried over, then new ones follow:
SMILES,NPYLR7 ag,mcGAS lum,hcGAS lum
O=C(NC1CCc2[nH]c3cc(Cl)cc(Cl)c3c2C1)c1ccc2ncsc2c1 (stereo not drawn),4,-7,-5
CC(C)N(Cc1nc(C(=O)N[C@H]2CCCCNC2=O)cs1)C(=O)Nc1ccc(Cl)cc1,-4,-5,-7
COc1ccc(S(=O)(=O)Nc2ccc(N3CCCC3)c(F)c2)cc1C(=O)O,0,-17,-6
Cc1cc(SCc2ccc(F)cc2)nc(=O)[nH]1,-2,-8,-6
Cn1c(=O)c2c(N3CCC(C(N)=O)CC3)ccnc2n(C)c1=O,6,.,-5
O=[N+]([O-])c1c(NCCCO)cc(Nc2ccc(F)cc2)c2nonc12,-1,.,2
Oc1oc(-c2ccccc2)nc1C=Nc1ccc(Cl)cc1,-6,-5,-3
COCCNC(=O)c1coc(CN(Cc2ccc(Cl)cc2)Cc2cccc(C(F)(F)F)c2)n1,15,-4,5
Cc1c(Cc2ccccc2)c(=O)n2c([nH]c3ccccc32)c1C#N,4,.,-2
O=c1cc(CSc2nc3ccccc3c3nc4ccccc4n23)nc2ccccn12,8,.,-3
COC(=O)[C@H]1C[C@@H](O)CCN1C(=O)Cc1ccc(OC)c(C)c1,0,.,-9
CCC(C(=O)N(Cc1nc2cc(C)ccc2o1)Cc1cc(F)ccc1F)c1ccccc1 (stereo not drawn),2,-5,-5
CN1C(=Cc2c([N+](=O)[O-])cc([N+](=O)[O-])cc2[N+](=O)[O-])C(C)(C)c2ccccc21,-8,0,-3
CCc1cc(N2CCN(C(C)=O)CC2)nc(SCc2cccc(C(=O)NCc3ccco3)c2)n1,-3,-6,-4
COc1ccc(Cl)cc1/C=C1\C(=O)N(c2ccc(Cl)c(C(=O)O)c2)N=C1C,-13,-3,-3
Cc1ccccc1NC(=O)COc1coc(CN2CCc3ccccc3C2)cc1=O,0,-6,-4
CC(=O)N1CCc2c(nc(N(C)C)nc2N(C)CC2CCCO2)C1 (stereo not drawn),-6,-4,0
Cc1ccc(CNC(=O)C(C)(C)n2cc(-c3ccc(C)cc3C)cn2)cc1,6,-6,-3
CCOC(=O)C1(Cc2ccccc2F)CCCN(C(=O)C2=CCCC2)C1 (stereo not drawn),-6,-2,-1
COc1ccc2c(c1)C1(NCCS1)C(=O)N2Cc1ccccc1Cl (stereo not drawn),-2,.,1
COc1ccc(C(=O)N2CCC3(CN(C)C(=O)O3)C2)cc1O (stereo not drawn),6,.,2
C#CCNC(=O)c1cc(-c2ccc(OCC)cc2)nc2ccccc12,6,-5,0
Cc1ccc(NC2=C(N3CCCCC3)C(=O)c3ccccc3C2=O)cc1,-2,.,5
CC1CCCC(C)N1C(=O)CN1C(=O)NC(C)(c2cc3ccccc3o2)C1=O (stereo not drawn),11,.,-6
OC(c1ccccc1)c1nccc2ccccc12 (stereo not drawn),16,.,-4
CC(=O)C(C)n1c(N2CCN(C)CC2)nc2c1c(=O)[nH]c(=O)n2C (stereo not drawn),12,.,0
Cn1cc(CN2CCN(C3CCS(=O)(=O)C3)CC2)c(-c2cccc(Cl)c2)n1 (stereo not drawn),1,.,-5
COCCN(Cc1c(-c2cccc(C)c2)noc1N1CCCC1)C(=O)Nc1ccc(C)cc1,5,-6,-7
CNC(=O)c1cnc(/C=C/c2cc(OC)c3c(c2)OCCO3)s1,-7,.,3
CC(Cc1ccncc1)NC(=O)CCc1nc(-c2ccccc2F)no1 (stereo not drawn),-8,-17,-5

# Pulled by compound from above:
SMILES,NPYLR7 ag,mcGAS lum,hcGAS lum
COc1ccc(C(=O)N2CCC3(CN(C)C(=O)O3)C2)cc1O (stereo not drawn),6,.,2
CCC(C(=O)N(Cc1nc2cc(C)ccc2o1)Cc1cc(F)ccc1F)c1ccccc1 (stereo not drawn),2,-5,-5
Cn1c(=O)c2c(N3CCC(C(N)=O)CC3)ccnc2n(C)c1=O,6,.,-5
Cc1ccc(CNC(=O)C(C)(C)n2cc(-c3ccc(C)cc3C)cn2)cc1,6,-6,-3
COCCN(Cc1c(-c2cccc(C)c2)noc1N1CCCC1)C(=O)Nc1ccc(C)cc1,5,-6,-7
CC(=O)C(C)n1c(N2CCN(C)CC2)nc2c1c(=O)[nH]c(=O)n2C (stereo not drawn),12,.,0
Cc1c(Cc2ccccc2)c(=O)n2c([nH]c3ccccc32)c1C#N,4,.,-2
